PG9 Ab binder: small molecules binding HIV-1 gp120 antibody PG9. TR-FRET gp120-PG9 antibody binding. inhibition, % at 6.7 µM. 360,000 tested, 0.43% active. AID 624416; in the data active = inhibition above about 8.5%
PLC-beta3 inh: inhibitors of human phospholipase C beta3 | inhibition, % at 12.2 µM | 370,000 tested, 0.18% active | Purified PLC-beta3, fluorogenic substrate, fluorescence; in the data active = inhibition above about 11%;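 note: 0% = median of compound wells on plate and 100% = full blocker control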
SMARCA2 act: increases SMARCA2 function in MMTV reporter cells | 370,000 tested, 1% active | activation, % at 9.1 µM | AID 652017 | MG213 cells, MMTV-luciferase reporter, dexamethasone, overnight; in the data active = activation above about 7.8%;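 note: 0% = vehicle wells and 100% = reference activator wells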
sPLA2-III inh: Blocks human group III sPLA2 activity; inhibition, % at 12.2 µM; 370,000 tested, 0.56% active; AID 743126; QFRET BODIPY PC-A2 liposome hydrolysis, fluorescence;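 active = inhibition above mean plus 3 SD of compounds lying within the high and low control bounds, cut at about 19% in these data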;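 note: 0% = median of test compound wells and 100% = no enzyme DMSO wells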
Target sequence (Q9NZ20 whole entry, looked up): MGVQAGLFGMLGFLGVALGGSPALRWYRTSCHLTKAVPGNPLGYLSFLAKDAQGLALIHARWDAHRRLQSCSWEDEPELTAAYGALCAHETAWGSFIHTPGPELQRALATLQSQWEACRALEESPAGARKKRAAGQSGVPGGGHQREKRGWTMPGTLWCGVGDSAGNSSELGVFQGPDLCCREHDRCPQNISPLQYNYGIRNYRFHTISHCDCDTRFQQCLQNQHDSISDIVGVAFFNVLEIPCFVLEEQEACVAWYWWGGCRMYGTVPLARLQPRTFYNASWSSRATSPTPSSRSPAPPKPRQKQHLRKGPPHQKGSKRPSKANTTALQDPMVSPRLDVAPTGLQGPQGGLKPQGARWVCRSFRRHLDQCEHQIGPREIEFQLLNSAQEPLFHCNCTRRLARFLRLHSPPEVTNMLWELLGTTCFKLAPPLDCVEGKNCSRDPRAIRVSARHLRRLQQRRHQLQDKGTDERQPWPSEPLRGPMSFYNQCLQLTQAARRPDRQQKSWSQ
DAX1 inh-1: DAX1 (NR0B1) inhibition, primary screen; AID 652010; 370,000 tested, 1.1% active; inhibition, % at 6.8 µM; HEK293T StAR-luciferase reporter, SF-1/DAX-1 repression relief;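 active = inhibition above the mean over all tested compounds plus 3 SD, cut at about 3.6% in these data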;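 note: 0% = DAX-1 cells with DMSO and 100% = cells lacking DAX-1 with DMSO; higher inhibition means more luminescence from relief of DAX-1 repression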
GAA850 FXN act: activators of GAA850 frataxin (FXN) promoter | HEK293 lucGAA850 FXN promoter luciferase reporter, 24 h; percent of 10 µM SAHA response | activation, % at 6 µM | 360,000 tested, 0.56% active;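 active = activation above the average of all compounds screened plus 3 SD, cutoff fixed separately per campaign, cut at about 7.5% in these data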;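 note: 0% = DMSO wells and 100% = 10 µM SAHA wells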
hcDAF-12 act: activators of H. contortus DAF-12 nuclear receptor. HEK293 hcDAF-12 lit1-tk-luc reporter, luminescence; 0% DMSO, 100% Δ7-dafachronic acid. activation, % at 6.8 µM. AID 652067. 370,000 tested, 1.4% active;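 active = activation above the mean of all tested compounds plus 3 SD, cut at about 5.5% in these data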;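 note: 100% = response to 3 µM Δ7-dafachronic acid high control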
ssDAF12 agonist: activators of S. stercoralis DAF-12 nuclear receptor. HEK293 ssDAF-12/GRIP1 lit1-tk-luc reporter, luminescence; % of 3 µM dafachronic acid response. activation, % at 6.8 µM. 370,000 tested, 1% active. AID 652126;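 active = activation above the mean over all tested compounds plus 3 SD, cut at about 0.9% in these data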;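 note: 0% = DMSO-only wells and 100% = 3 µM delta7-dafachronic acid wells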
Rev-erbA mod: Rev-erb alpha (human) modulation. P20393. Rev-erbα–FITC-DNA binding, fluorescence polarization, 90 min. activity, % at 10 µM. 370,000 tested, 0.79% active;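 active = activity above about 14%, limit read from the data; passing the limit was not always enough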;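 note: 0% = DMSO wells with 35 nM protein and 100% = DMSO wells with 750 nM protein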
hgDAF12 agonist: agonists of H. glycines DAF-12 nuclear receptor. HEK293 GAL4-hgDAF12 UAS-luciferase reporter, agonist luminescence; normalized to butyrate control. activation, % at 6.8 µM. 370,000 tested, 1.8% active. AID 687014;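 active = activation above a cutoff set at the mean of all screened compounds plus 3 SD, cut at about 10% in these data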;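 note: 0% = DMSO wells and 100% = sodium butyrate wells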
DAX1 inh-2: inhibits human nuclear receptor DAX1 | HEK293 Gal4-DAX1 luciferase reporter, luminescence | inhibition, % at 6.75 µM | 340,000 tested, 0.99% active | AID 504766;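 active = inhibition above the mean over all tested compounds plus 3 SD, cut at about 4.2% in these data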;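 note: 0% = DAX1-transfected cells with DMSO and 100% = empty-vector control cells with DMSO; inhibition shows as a rise in luminescence from relieved DAX1 repression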
Target sequence (P51843 207-470 limits assumed): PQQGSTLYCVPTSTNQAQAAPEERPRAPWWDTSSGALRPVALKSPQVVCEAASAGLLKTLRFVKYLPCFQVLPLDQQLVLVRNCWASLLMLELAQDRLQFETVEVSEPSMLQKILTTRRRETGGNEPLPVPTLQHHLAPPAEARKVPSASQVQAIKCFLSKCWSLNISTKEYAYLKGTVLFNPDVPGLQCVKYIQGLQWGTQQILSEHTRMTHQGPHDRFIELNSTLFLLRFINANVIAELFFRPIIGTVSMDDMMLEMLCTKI
* hit, by the source's call; i = inactive; / = no result given. Not a hit list, and some 7% of all compounds hit somewhere here.

SMILES	PG9 Ab binder	PLC-beta3 inh	SMARCA2 act	sPLA2-III inh	DAX1 inh-1	GAA850 FXN act	hcDAF-12 act	ssDAF12 agonist	Rev-erbA mod	hgDAF12 agonist	DAX1 inh-2
O=C(NCCO)C(=O)c1c(-c2ccc(Cl)cc2)cc2ccccn12	-3.4	4	5	1	-0.4	1.2	-0.5	-0.8	5	-0.6	3.5
CCC1(CC)NC(=O)N(CC(=O)Nc2ccc(OCc3ccccc3)cc2)C1=O	0.3	-1	0	-9	-0.6	-0.3	1.3	-0.5	-5	3.3	-0.6
Cc1c(N=NC2=C(O)CCCC2=O)c(=O)n(-c2ccccc2)n1C	-3.5	-1	0	-1	0.5	-0.2	0.9	-1.6	10	6.3	0.1
COc1ccc(CNC(=O)COC(=O)c2ccccn2)cc1	-2.4	-6	-1	-1	-0.4	0.8	-0.2	-1.1	-2	-0.6	0.3
CCN=C1SC(C(=O)Nc2ccc(Cl)c(Cl)c2)CC(=O)N1CC (centres undefined)	0.9	1	-3	-6	0.9	-1.4	1.1	-1.2	-1	1.4	-0.2
COc1cccc(N(C(=O)Cn2nnc3ccccc32)C(C(=O)NCc2ccco2)c2cccnc2)c1 (centres undefined)	-1.4	10	-4	-14	0.6	-3.0	0.0	-0.4	2	-2.6	0.9
O=C(/C=C/c1cccc([N+](=O)[O-])c1)Nn1c(-c2ccccc2F)nc2ccccc2c1=O	-2.0	10	-2	-9	-0.8	2.1	-1.2	-1.2	1	-2.7	0.6
COc1ccc(C(=O)Nc2ccc(NC(=O)c3cnccn3)cn2)cc1	-0.3	2	3	-3	0.6	3.4	-1.7	-0.5	-5	-0.5	1.6
CCOC(=O)C1(CCOc2ccccc2)CCN(Cc2ccccc2O)CC1	-2.1	-2	2	-2	0.2	0.9	0.6	-0.8	-3	0.2	-0.4
CC(=O)N1N=C(c2cccs2)CC1c1ccco1 (centres undefined)	0.5	-7	0	0	0.2	1.4	0.3	-1.1	-3	-3.3	-0.9

Compound profiles, as listed above. Values in the order: PG9 Ab binder, PLC-beta3 inh, SMARCA2 act, sPLA2-III inh, DAX1 inh-1, GAA850 FXN act, hcDAF-12 act, ssDAF12 agonist, Rev-erbA mod, hgDAF12 agonist, DAX1 inh-2
`CCN=C1SC(C(=O)Nc2ccc(Cl)c(Cl)c2)CC(=O)N1CC` (centres undefined) is listed as 0.9, 1, -3, -6, 0.9, -1.4, 1.1, -1.2, -1, 1.4, -0.2
`COc1ccc(C(=O)Nc2ccc(NC(=O)c3cnccn3)cn2)cc1` is listed as -0.3, 2, 3, -3, 0.6, 3.4, -1.7, -0.5, -5, -0.5, 1.6
`CCC1(CC)NC(=O)N(CC(=O)Nc2ccc(OCc3ccccc3)cc2)C1=O` is listed as 0.3, -1, 0, -9, -0.6, -0.3, 1.3, -0.5, -5, 3.3, -0.6

The list continues:
SMILES	PG9 Ab binder	PLC-beta3 inh	SMARCA2 act	sPLA2-III inh	DAX1 inh-1	GAA850 FXN act	hcDAF-12 act	ssDAF12 agonist	Rev-erbA mod	hgDAF12 agonist	DAX1 inh-2
Cc1ccc(/C=C(\C#N)C(=O)N2CCCC2)c(C)c1	1.2	1	3	1	-0.2	4.2	0.8	-0.1	2	7.0	0.9
COc1ccc(-c2cc(C)no2)cc1S(=O)(=O)N1CCOc2ccc(C)cc21	-0.6	-4	1	-5	2.3	4.1	-2.3	-1.5	8	1.2	1.0
CCc1ccc(OCC(=O)Nc2ccc(S(=O)(=O)N3CCCC3)cc2)c(Br)c1	-0.5	2	0	-5	-0.7	-1.2	-0.1	-1.0	-7	1.6	0.1
COCCNC(=O)c1c(N)n(-c2ccccc2)c2nc3ccccc3nc12	-1.2	i	-1	-1	-0.9	-0.6	0.8	-1.1	-5	0.7	0.7
Cc1nn(-c2ccccc2)nc1C(=O)OCC(=O)N1CCCCC1C (centres undefined)	0.7	-5	-2	1	1.1	-1.1	0.6	-1.1	0	1.0	-0.1
Cc1coc(C)c1C(=O)CC1(O)C(=O)N(CCc2ccccc2)c2ccccc21 (centres undefined)	1.3	-2	0	-10	0.3	3.8	0.4	-1.4	-2	-1.1	-0.7
O=C(CCC(=O)N1CCN(S(=O)(=O)c2ccc3ccccc3c2)CC1)Nc1cc(Cl)cc(Cl)c1	1.0	5	2	-28	-0.6	4.1	-0.8	-1.4	3	-3.6	-0.3
COc1cc2c(c(OC)c1OC)[C@@]1(c3ccccc3)CCCC[C@H]1[C@@H]2NC(=O)C(F)(F)F	-1.0	0	3	-2	-0.1	/	0.1	-0.8	-2	3.4	/
CCNc1nc(NC(C)C)nc(NS(=O)(=O)c2ccc(Cl)cc2)n1	0.4	1	-1	0	-0.8	-2.2	2.5	-1.2	-1	0.5	1.1
COc1ccc(Cl)cc1C(=O)NNC(=S)NC1CCCCC1	1.4	-4	-1	0	-0.3	1.1	2.6	-0.9	-2	0.1	/
CCN(CC)S(=O)(=O)c1ccc2c(c1)c(=O)c(C(=O)NCCOC)cn2C	0.2	0	-2	3	-0.6	-1.6	-1.5	-1.5	-3	-1.9	0.5
NC(=S)Nc1cnc2ccccc2c1	-1.2	0	-3	8	0.0	3.2	1.6	-0.7	6	3.4	0.9
COc1ccc(CCNC(=O)c2cc(C(=O)c3cc(Cl)ccc3O)cn(CCc3ccc(OC)cc3)c2=O)cc1	-1.9	-2	-1	-5	-0.7	0.7	-0.3	-1.6	0	2.2	1.9
Cc1ccc(OCC(=O)Nc2ccc3c(c2)C(=O)N(CCC(=O)O)C3=O)cc1	-1.5	-10	-1	1	1.1	1.0	-1.6	-0.8	0	-0.7	0.4
c1ccc(CN2CCCC3(CCCN(Cc4nc(COc5ccccc5)no4)C3)C2)cc1 (centres undefined)	-2.3	2	-3	-5	-0.3	1.8	4.4	-1.3	5	-0.6	-0.1
Cc1cc(C(=O)NC(C)C2CCCO2)no1 (centres undefined)	0.4	-5	4	0	0.6	-0.6	-0.5	-1.1	-5	1.8	0.9
COc1ccc(CNC(=O)CSc2ncnc3nc[nH]c23)cc1	-0.6	0	1	2	0.8	2.1	-0.2	-1.2	5	0.9	-0.3
Cn1c(=O)c2cn(Cc3ccc(Cl)cc3)cc2n(C)c1=O	-0.5	3	0	-5	0.4	0.6	-1.3	-1.9	-3	-2.6	0.8
COc1ccc2c(c1)c(=O)c(C(=O)O)c(-c1ccc3c(c1)OCO3)n2C	-2.5	-44	0	1	0.6	-0.3	-0.6	-0.7	3	-2.1	0.1
C=CCOc1cccn2c(N(C)C(=O)c3ccncc3)c(CC)nc12	-0.3	-3	-2	1	0.2	0.6	0.2	-1.0	-6	0.9	/
O=C(N/N=C(\c1ccccc1)c1cccnc1)c1cccc(F)c1	-1.1	-7	-1	2	-7.4	1.8	-2.5	-1.3	6	-9.9	-2.8
O=S(=O)(c1ccc(Br)cc1)N1CCCc2ccccc21	-1.7	-5	-1	-2	0.1	0.2	-0.4	-0.5	13	-1.6	0.7
c1ccc(CNc2nc(N3CCN(Cc4ccccc4)CC3)nc3ccccc23)cc1	-0.2	-17	-3	-130	0.1	-1.9	-1.5	-1.8	5	-1.7	/
COc1cc(NC(=O)C2CC(c3ccccc3O)=NO2)cc(OC)c1OC (centres undefined)	0.6	-1	-2	-10	-0.5	-1.3	-0.2	-1.6	-6	0.9	-0.9
Cc1ccc(NC(=O)C2CCC(CNC(=O)[C@@H]3Cc4ccccc4CN3)CC2)c(C)c1 (some centres undefined)	-1.1	-8	1	1	-0.2	1.6	-1.3	-0.7	-3	-0.1	1.0
COC(=O)C[C@H]1CC[C@@H]2[C@H](COc3ccc(NC(=O)c4cccc(F)c4)cc3C(=O)N2C)O1	/	5	-1	1	-0.5	/	0.9	-0.7	-2	-1.3	/
Cc1cc(OCCCn2ccnc2)ccc1[N+](=O)[O-]	-0.9	2	-4	-2	-0.1	2.2	-1.3	-1.0	-1	2.3	-1.0
O=C(Cn1nnc(N2CCCC2)n1)N/N=C/c1ccc(Cl)cc1	-2.4	-8	-1	-17	-0.1	0.6	-0.4	-1.6	6	-0.9	-0.8
c1ccc2c(c1)nnn2Cc1nnc2sc(-c3ccc4c(c3)OCCO4)nn12	1.1	-5	-1	-5	1.4	0.3	-0.3	-1.6	0	1.7	2.2
C/C(=N\Nc1ccc(C)c(Cl)c1)c1cccnc1	-1.2	-12	4	-4	0.6	2.8	-0.4	-0.4	2	8.9	1.9
O=C(CN1CCCCCC1)Nc1ccc(Cl)cn1	-2.4	-3	2	-1	0.3	1.1	-1.0	-1.2	-1	-0.1	0.7
CC(C)(C)OC(=O)C1C(=O)CC(C)(O)C(C(=O)OC(C)(C)C)C1c1ccco1 (centres undefined)	-1.3	8	-1	-1	-0.4	-1.1	-2.2	-1.4	-6	-2.1	-0.1
CCOc1ccc(-c2nc(=S)[nH][nH]2)cc1	-0.3	-1	3	0	1.5	0.7	-0.5	-0.4	2	3.2	1.5
C=CCN(CC=C)c1cnn(-c2nc3ccccc3[nH]2)c(=O)c1Cl	-0.1	-172	8	-1	2.7	1.8	2.4	-1.2	1	7.0	0.1
CC(NC(=O)NCC1CCCO1)(C(F)(F)F)C(F)(F)F (centres undefined)	1.2	4	-2	6	-0.3	1.9	0.3	-1.0	-3	-0.3	2.0
O=C(CN1C(=O)NC2(CCOc3ccccc32)C1=O)NCCc1ccccc1 (centres undefined)	1.4	-10	-2	12	3.0	0.1	3.9	0.1	-1	3.8	0.8
Cc1cc(NC(=O)CSc2nnc(C(F)(F)F)n2C)no1	0.4	-6	-1	15	-1.1	0.7	-1.2	-0.9	5	1.2	1.0
CS(=O)(=O)N1CCN(c2ccc([N+](=O)[O-])c(NCCN3CCOCC3)c2)CC1	-0.2	6	-3	7	-1.3	0.5	-1.0	-1.0	5	0.3	0.4
CCOc1ccc(OCCC(=O)N(CCOC)c2c(N)n(Cc3ccccc3)c(=O)[nH]c2=O)cc1	-0.2	-9	-1	2	-1.8	-2.2	-1.5	-1.7	-8	1.9	0.3
Cc1cc(NC(=O)COC(=O)Cn2[nH]c(=O)c3ccccc3c2=O)c([N+](=O)[O-])cc1C	-0.2	-1	0	2	0.3	1.1	0.0	-0.9	-8	0.9	1.6
Cc1ccc(CNC(=O)COC(=O)C2CC2)cc1	-1.9	-3	4	4	0.3	1.7	-0.3	-0.7	2	-0.4	1.2
COc1ccccc1CN(C)C[C@H]1OCc2cnnn2CCCC(=O)N([C@@H](C)CO)C[C@@H]1C	-1.2	-13	5	3	-0.4	1.9	0.2	-1.8	-5	4.6	2.2
O=C1NC(=S)N/C1=C/c1cccc([N+](=O)[O-])c1O	-11	-2	-1	5	0.5	0.6	-1.1	-2.1	1	-0.1	1.2
CC(=O)Nc1ccccc1NC(=O)c1ccc(C)c(C)c1	1.9	-5	-1	-2	0.4	1.9	0.3	-2.0	-3	-0.4	-0.7
Cc1c(CCOC(=O)c2ccc(Cl)cc2Cl)sc[n+]1CC(=O)c1ccccc1	-0.2	-2	-1	1	-0.1	1.2	0.8	-0.6	0	4.2	2.7
Cc1coc2cc3oc(=O)c(CCC(=O)NCCCn4ccnc4)c(C)c3cc12	-1.8	-191	0	-1	-0.4	1.2	-1.8	-1.4	5	1.4	1.5
C=CCc1ccc(OCC(O)CN2CCN(c3ccccc3)CC2)c(OC)c1 (centres undefined)	-1.1	-4	-2	0	-0.6	-0.2	-1.2	-0.4	0	-0.8	-0.1

Source: PubChem
